# Compound activity (PubChem BioAssay)
# EBI2 antag = EBI2 receptor antagonists, beta-arrestin recruitment, primary screen, cell-based, luminescence, 7a,25-OHC stimulation, uHTS | G-protein coupled receptor 183 (Homo sapiens), P32249 | 7a,25-OHC stimulated | inhibition, % at 5 µM | 0.81% of 360,000 active; in the data active = inhibition above about 38%;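 also: enzyme fragment complementation signal reports receptor beta-arrestin coupling in cells; 0% = agonist plus DMSO wells and 100% = wells without agonist; some results beyond the cut were filed as inactive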
# Target sequence (P32249 whole entry, looked up, the tested form may be a part): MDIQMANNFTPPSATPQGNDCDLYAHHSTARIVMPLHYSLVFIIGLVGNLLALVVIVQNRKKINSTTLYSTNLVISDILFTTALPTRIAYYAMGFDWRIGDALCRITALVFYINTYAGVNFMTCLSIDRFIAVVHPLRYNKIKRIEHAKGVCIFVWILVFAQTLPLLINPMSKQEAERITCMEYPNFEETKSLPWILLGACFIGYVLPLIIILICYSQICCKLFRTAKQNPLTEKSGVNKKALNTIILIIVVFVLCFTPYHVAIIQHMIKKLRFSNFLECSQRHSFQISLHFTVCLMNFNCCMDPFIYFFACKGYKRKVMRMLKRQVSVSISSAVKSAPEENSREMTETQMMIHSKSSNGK
# APJ antagonist = antagonists of human apelin receptor APJ, primary screen, CHO-K1 cells, beta-arrestin complementation, luminescence; inhibition, % at 20 µM; 0.32% of 330,000 active; AID 2521, 2010;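 active = inhibition above about 40% at 20 µM, limit read from the data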;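 also: cells challenged with 10 nM apelin-13 agonist together with compound; plate controls were apelin-13 plus DMSO wells for no effect and DMSO wells lacking apelin-13 for full effect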
# Mdm2 MdmX PPI = inhibitors of human Mdm2-MdmX association, primary screen, cell-based, luminescence, split luciferase, SaOS-2, uHTS; Protein Mdm4 (Homo sapiens) + E3 ubiquitin-protein ligase Mdm2 (Homo sapiens), …; SaOS-2 split-luciferase Mdm2/MdmX complementation; inhibition, % at 8 µM; 3% of 330,000 active;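 active = inhibition of at least 50% at 8 µM in the primary screen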
# APJ ag = agonists of human apelin receptor APJ, primary screen, CHO-K1 cells, PathHunter beta-arrestin, luminescence; 0.11% of 330,000 active; 0% DMSO wells, 100% apelin; P35414; activation, % at 20 µM;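 active = activation more than six SD over the plate average, tested at 20 µM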;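 also: 0% = DMSO alone and 100% = apelin-13 at 10 nM; some results filed as inactive read as strong as hits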
#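 Material: CHO-K1 APJ beta-arrestin complementation cell line; Input: cell density 1000 per well; Incubation: compound stimulation 90 min at 25 °C, detection 60 min; Signal: luminescence from split beta-galactosidase complementation, Galacton Star/Emerald II substrate; Controls: DMSO-only wells as negative, 10 nM Apelin-13 as positive control.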
# CCR6 antagonist = CCR6 receptor antagonists, primary screen, cell-based, CHO-K1, luminescence, beta-arrestin, uHTS | C-C chemokine receptor type 6 (Homo sapiens), P51684 | CHO-K1 CCR6 PathHunter beta-arrestin, CCL20-stimulated | inhibition, % at 20 µM | 0.49% of 340,000 active;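 active = compounds whose inhibition of the agonist-driven luminescence signal at 20 µM reaches about 50%, limit read from the data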;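 also: cells stimulated with CCL20 at 14 nM final; plate controls were DMSO with CCL20 for no effect and DMSO without agonist for full effect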
# Target sequence (P51684 whole entry, looked up): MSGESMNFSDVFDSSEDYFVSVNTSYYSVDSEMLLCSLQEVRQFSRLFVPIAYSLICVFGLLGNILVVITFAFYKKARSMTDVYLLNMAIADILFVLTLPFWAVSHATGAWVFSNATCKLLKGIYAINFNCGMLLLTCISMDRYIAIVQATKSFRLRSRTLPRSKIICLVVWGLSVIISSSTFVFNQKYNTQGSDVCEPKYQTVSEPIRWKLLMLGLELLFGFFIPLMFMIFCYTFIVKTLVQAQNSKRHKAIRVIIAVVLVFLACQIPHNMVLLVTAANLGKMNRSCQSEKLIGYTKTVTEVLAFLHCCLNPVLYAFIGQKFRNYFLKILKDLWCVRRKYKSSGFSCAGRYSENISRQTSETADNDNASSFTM
# tim23-1 inh = growth inhibitors of tim23-1 mutant yeast, primary screen, luminescence, uHTS. S. cerevisiae tim23-1 growth, BacTiter-Glo luminescence, 24 h. inhibition, % at 20 µM. 1.3% of 330,000 active. AID 463212, 2010;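 active = growth inhibition of the mutant yeast at or above 50%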;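 also: temperature-sensitive mutant grown at 25 °C; plate controls were DMSO-treated mutant yeast for no effect and medium wells lacking yeast for full effect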
# CXCR6 inh = CXCR6 receptor inhibitors, primary screen, cell-based, beta-arrestin, luminescence, CHO-K1 PathHunter, 1536-well; 0.36% of 360,000 active; inhibition, % at 20 µM; in the data active = inhibition above about 34%, passing the limit was not always enough;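 also: antagonist mode with CXCL16 agonist at 10 nM final; 0% = 10 nM CXCL16 with DMSO and 100% = unstimulated wells without agonist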
# Target sequence (O00574 whole entry, looked up): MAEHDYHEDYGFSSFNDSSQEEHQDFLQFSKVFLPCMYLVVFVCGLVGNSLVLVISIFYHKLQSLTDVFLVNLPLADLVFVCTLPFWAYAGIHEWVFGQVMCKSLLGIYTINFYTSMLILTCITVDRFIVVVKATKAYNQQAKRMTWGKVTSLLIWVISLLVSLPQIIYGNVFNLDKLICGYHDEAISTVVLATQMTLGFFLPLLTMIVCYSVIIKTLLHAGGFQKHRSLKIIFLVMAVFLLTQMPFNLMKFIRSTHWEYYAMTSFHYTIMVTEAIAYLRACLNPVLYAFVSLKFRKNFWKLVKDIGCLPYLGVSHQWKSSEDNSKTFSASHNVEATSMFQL
# CHOP UPR activ = activators of apoptotic CHOP UPR arm, primary screen, cell-based, CHO-CHOP luciferase reporter, luminescence, uHTS; UPR activation; percent of tunicamycin response over DMSO baseline; activation, % at 10 µM; 0.34% of 330,000 active;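 active = at 10 µM dose, activation of 40% or more, normalized to positive control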;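 also: 100% = tunicamycin at 10 µg/mL and 0% = DMSO alone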
#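 measured by = luciferase luminescence | assay system = CHO-CHOP cells, stable luciferase reporter of PERK-eIF2a-CHOP signalling | amount = 500 reporter cells seeded per well | timing = 6 h compound exposure at 37 °C after overnight seeding | controls = positive tunicamycin 10 µg/mL, negative DMSO alone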
# UPR XBP1 act = activators of adaptive XBP1 UPR arm, primary screen, cell-based, CHO-XBP1 luciferase reporter, luminescence, uHTS | AID 463104, 2010 | activation, % at 20 µM | IRE1-XBP1 UPR activation; percent of tunicamycin response, DMSO as zero | 0.33% of 330,000 active;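 active = versus positive control, 20 µM dose yields 30% or more activation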;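 also: 100% = tunicamycin at 10 µg/mL and 0% = DMSO only wells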
#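 Test system: CHO-XBP1 luciferase reporter cells | Buffer or medium: Serum-containing F12 medium, 10% FBS | Schedule: 6 h compound exposure at 37 °C, 5% CO2 | Detection: Steady-Glo luciferase glow luminescence, 10 min after reagent addition | Read-out basis: Activation, % of tunicamycin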
# * = called active by the depositor. Not all compounds are listed. The share of hits here may be higher or lower than overall.
SMILES,EBI2 antag,APJ antagonist,Mdm2 MdmX PPI,APJ ag,CCR6 antagonist,tim23-1 inh,CXCR6 inh,CHOP UPR activ,UPR XBP1 act
CC(=O)c1cnn(-c2cc(Oc3ccccc3C)ncn2)c1C,-1,10,-5,1,0,-6,4,-0.6,3
Cc1onc(-c2c(F)cccc2Cl)c1C(=O)NNC(=O)C1CCN(Cc2ccccc2)CC1,-3,-3,-22,-3,-13,4,1,1.7,5
O=S(=O)(N=S(N1CCCCC1)N1CCCCC1)c1ccccc1,-10,-3,2,-2,10,23,-4,-1.8,-2
COc1ccc(OCC(=O)OCC(=O)NCc2ccc(F)cc2)cc1,-9,2,-6,8,11,22,-13,-2.3,-2
Cc1ccc(-c2csc(NC(=O)c3cccc([N+](=O)[O-])c3C(=O)O)n2)cc1,1,10,0,-3,4,5,8,1.1,-2
COc1ccc(CNC(=O)c2ccc(CS(=O)(=O)c3ccccc3C)o2)cc1,-2,10,20,-5,7,-11,2,2.1,-4
COc1ccc(C2C(C#N)=C(N)N(c3sc4c(c3C#N)CCCC4)C3=C2C(=O)CC(C)(C)C3)cc1 (stereo unspecified),7,5,22,1,8,27,8,-1.0,3
COc1cnc(SC)nc1Nc1ccc(C#N)cc1,1,15,18,-3,-10,29,6,5.1,-2
CCOc1ccc(C(CC(=O)O)NC(=O)c2cccs2)cc1OC (stereo unspecified),-6,-3,3,-2,-4,-2,-6,0.9,-3
CCN(CC)S(=O)(=O)c1cccc(NC(=S)NC(=O)/C=C/c2ccc(S(=O)(=O)N3CCOCC3)cc2)c1,7,17,32,-4,12,3,3,10.0,-3
CCCc1nc2oc3c(NCCCN(C)C)ncnc3c2c2c1CCCC2,16,28,100*,0,14,8,-2,1.2,4
COc1cc([N+](=O)[O-])ccc1NC(=O)COC(=O)c1n[nH]c2ccccc12,-7,-22,11,1,-6,-3,-12,1.5,2
O=c1[nH]cnc2cc(-c3ccccc3)sc12,-4,16,-14,-2,0,-5,-4,4.5,1
CCOC(=O)c1c(NC(=O)Cn2nc(C(=O)O)c3ccccc3c2=O)sc(C)c1C,10,16,15,-3,4,-2,-2,1.6,-1
COc1cc(C2C(C(C)=O)=C(O)C(=O)N2c2ccc(Br)cn2)ccc1O (stereo unspecified),0,-3,-11,-2,-4,5,-4,5.2,10
CSc1ncccc1C(=O)NCCc1ccc(S(N)(=O)=O)cc1,-7,1,0,-3,-7,3,-2,0.1,1
Cc1c(C(=O)Nc2c(N)nc(SCC(=O)NCC3CCCO3)[nH]c2=O)cccc1[N+](=O)[O-] (stereo unspecified),-2,-8,-1,-1,-5,5,-5,-0.7,-1
Cc1ccc(S(=O)(=O)N2CC3CCCC2C3)cc1 (stereo unspecified),1,7,-8,-2,5,14,7,-0.7,1
CCOc1ccc(OCC)c(NC(=O)CN2CCN(C(=O)c3ccco3)CC2)c1,1,11,5,0,10,-3,-3,-3.6,-2
Cn1c(CNC(=O)C(Cc2ccccc2)NC(=O)c2cccc(F)c2)cc(=O)n(C)c1=O (stereo unspecified),-15,4,-2,-2,11,10,1,0.4,-4
COC(=O)C1C2C=CC3(CN(CCc4ccccc4)C(=O)C13)O2 (stereo unspecified),-5,17,10,-4,1,6,-8,0.1,2
O=C(CCCSc1nc(-c2ccco2)cc(C(F)(F)F)n1)Nc1ccc2c(c1)OCO2,13,4,24,-5,6,8,3,-0.4,4
CC(C)(Oc1ccc(Cl)cc1)C(=O)OCC(=O)N1CCN(c2ccccc2)CC1,-4,-16,-1,-3,9,36,2,-1.0,-4
COc1ccc(OC)c(S(=O)(=O)NCCC2=CCCCC2)c1,-1,12,4,-5,14,26,5,-1.0,0
CCCNC(=O)OCCC12CC3CC(CC(C3)C1)C2,-5,-15,-27,2,23,36,-3,3.7,3

# Looked up above:
# Under CHOP UPR activ, `O=c1[nH]cnc2cc(-c3ccccc3)sc12` is listed with 4.5
# Under CHOP UPR activ, `COc1ccc(C2C(C#N)=C(N)N(c3sc4c(c3C#N)CCCC4)C3=C2C(=O)CC(C)(C)C3)cc1` (stereo unspecified) is listed with -1.0

# More results follow:
SMILES,EBI2 antag,APJ antagonist,Mdm2 MdmX PPI,APJ ag,CCR6 antagonist,tim23-1 inh,CXCR6 inh,CHOP UPR activ,UPR XBP1 act
CC1CN(C(=O)c2ccccc2OCc2ccc(Cl)cc2Cl)CC(C)O1 (stereo unspecified),1,19,-29,-4,15,40,-7,0.0,-1
CCOc1cc(/C=N/NC(=O)Nc2ccccc2)ccc1O,1,-1,-50,-2,4,-7,-12,5.4,3
CCO[C@H]1OC(C(=O)N2CCN(Cc3ccc4c(c3)OCO4)CC2)=C[C@@H](c2ccc(C(F)(F)F)cc2)[C@@H]1CCCO,7,-1,32,-2,7,26,-10,-1.0,-1
Cn1c(SCC(=O)NCCc2ccccc2)nnc1-c1ccncc1,8,12,-8,-2,-8,4,7,-1.0,-2
O=C(CSc1nnc(-c2ccco2)n1-c1ccccc1)NCc1ccc2c(c1)OCO2,1,19,-1,2,-23,18,8,-1.6,0
Cc1ccc(NC(=S)Nc2ccc(Cl)c(Cl)c2)c(OC(F)F)c1,8,10,24,0,-1,48,-16,2.9,0
CC(C)(C)n1ncc2c(=O)n(CC(=O)N3CCCCCC3)cnc21,-7,-3,-10,-3,6,-4,7,0.0,2
C=CCn1c(-c2cccn(Cc3cccc(Cl)c3)c2=O)n[nH]c1=S,5,8,8,-3,18,8,-7,-0.8,0
COc1ccc(-c2cn3cccnc3n2)cc1,-3,-6,-32,-4,-9,12,-2,2.8,-2
CC(=O)C[C@H](O)CC(=O)[C@H]1OC(=O)CCCCCc2ccccc21,-6,-3,14,-3,-7,-5,2,-0.2,-1
O=C(COC(=O)Cc1c(Cl)cccc1Cl)NCC1CCCO1 (stereo unspecified),0,7,-19,2,-4,-4,1,3.3,4
O=C(CSC1=Nc2ccccc2C2=NC(CC(=O)NCc3ccco3)C(=O)N12)NCc1ccco1 (stereo unspecified),8,0,12,-2,-2,11,0,-2.0,-2
Clc1ccc2c(c1)c1cc(Cl)ccc1n2CN1CCOCC1,12,3,14,0,-1,-12,-12,-0.4,2
O=C(COc1ccccc1)Nc1ccc(S(=O)(=O)N2CCCCCC2)cc1,29,-6,-8,1,14,35,3,4.1,2
O=C(COC(=O)CC1CCCC1)Nc1ccc(OC(F)F)cc1,-7,9,18,-2,-3,38,1,-0.9,0
C=CCNC(=O)c1ccccc1NC(=O)c1ccccc1,4,0,24,-4,9,2,-3,-0.4,-4
C/C(=N\NC(=O)C(c1ccccc1)c1ccccc1)c1ccccn1,28,75*,75*,-14,105*,4,86*,80*,-1
CCc1sc2nc(SCC(=O)Nc3cc(C)on3)n(-c3cccc(OC)c3)c(=O)c2c1C,16,22,92*,-4,16,-15,18,19,40*
COc1ccc(N/N=C(/N=Nc2nc(C)cc(=O)[nH]2)c2ccccc2)cc1,22,22,54*,-4,47,9,33*,1.9,7
CC(C)(C)NC(=O)COC(=O)c1cc(Br)ccc1Cl,-6,0,10,-2,5,12,-8,0.1,4
COCCn1nnnc1C(c1ccccc1OC)N1CCN(c2ccccc2)CC1 (stereo unspecified),-5,27,0,-5,6,19,4,4.0,1
CCCCC1(Cc2ccc([N+](=O)[O-])cc2)C(=O)N(c2ccccc2)N(c2ccccc2)C1=O,9,31,97*,-1,19,4,8,14,0
Cc1ccc2oc(=O)c3cnn(CC(=O)NCCc4ccsc4)c3c2c1,6,5,8,4,7,5,-5,-1.1,0
COC(=O)[C@H](CCSC)NC(=O)NCCC1=CCCCC1,-3,-5,-7,1,12,9,2,0.5,0
CCCCCCc1cc2cc(S(=O)(=O)c3ccc(F)cc3)c(=O)oc2cc1O,-13,-59,57*,3,-66,-5,-43,-1.8,-4

# Continuation.
SMILES,EBI2 antag,APJ antagonist,Mdm2 MdmX PPI,APJ ag,CCR6 antagonist,tim23-1 inh,CXCR6 inh,CHOP UPR activ,UPR XBP1 act
Cc1cccc(C(=O)NCCN2CCN(c3ccccc3)CC2)c1,3,9,14,-2,5,21,-4,1.8,0
O=C(COC(=O)c1ccccc1)c1ccc(Br)cc1,8,0,-12,-3,-4,-17,3,-1.1,-4
CCCSc1nc2c(cnn2-c2ccc(Cl)cc2)c(=O)[nH]1,-8,-3,17,-5,3,-6,-2,-0.3,4
CC(=O)Nc1ccc(C(=O)Nc2ccc(S(=O)(=O)NCC3CCCO3)cc2)cc1 (stereo unspecified),-2,7,18,0,-11,8,3,-0.5,1
CCOc1cc(/C=C2/NC(=O)NC2=O)cc([N+](=O)[O-])c1O,-1,36,-23,-6,40,15,20,-2.7,-2
Cc1ccc(NC(=O)c2ccc(Cl)c(S(=O)(=O)NCC3CCCO3)c2)c(O)c1 (stereo unspecified),-21,-6,-6,-3,8,5,-2,2.6,-3
CN(CC(=O)Nc1ccccc1Cl)C(=O)c1ccc(Cl)c(S(=O)(=O)N2CCCCCC2)c1,14,7,20,-4,10,17,10,0.2,-4
COc1ccc(NC(=O)CCc2ccc(OC)c(OC)c2)cn1,-5,11,2,-1,-6,7,4,0.9,5
O=C1CC(c2ccco2)c2ccc3ccccc3c2N1 (stereo unspecified),11,-11,22,0,-6,27,-4,-5.2,1
O=C(COC(=O)/C=C/c1ccc(OC(F)F)cc1)NC1CCCCC1,15,-2,0,-7,6,-2,1,-0.6,2
O=C(COc1ccc(Br)cc1CO)Nc1ccc(F)cc1,10,13,4,1,-2,13,4,0.3,2
Cc1cc(NC(=O)CCN2C(=O)/C(=C/c3ccccc3Cl)SC2=S)no1,4,-4,-2,-2,0,-16,1,-1.3,-1
Cc1cc2c(ncn2C(C)C)c(N)c1C,-3,17,4,1,-8,-10,-4,0.0,-3
CCCS(=O)(=O)N1CCN=C1SCc1cccc2ccccc12,-2,3,-12,1,-7,25,-9,-0.8,-1
CN(C)c1ccc(/C=N\Nc2ccccn2)cc1,10,12,-115,3,-8,8,-4,7.2,-4
CN(C)CCN(Cc1cc2cc3c(cc2nc1Cl)OCO3)C(=O)c1ccco1,6,8,13,-4,-10,11,-3,-2.7,-6
COc1cccc(C2CC(=O)NC(SC)=C2C#N)c1 (stereo unspecified),-1,19,19,0,3,14,-12,-2.2,-1
Clc1ccc(OCc2nc(-c3ccc(Br)o3)no2)cc1,8,1,4,-1,11,10,-2,2.0,4
COC(=O)c1ncccc1SC,0,-1,14,-2,4,6,2,-0.1,1
Cc1nc2c(C)cccn2c1/C(O)=C1\C(=O)C(=O)N(CCN2CCOCC2)C1c1cccs1 (stereo unspecified),-18,16,2,-2,8,0,-3,-0.3,-1
